MMP13 inhibition = MMP13 inhibitors among fluorescent compounds, confirmation, biochemical, possible fluorescent artifacts, delta fluorescence (AID 734). MMP13 fTHP FRET cleavage, delta fluorescence 4 h; stronger effect = higher value. 5,100 tested, under 10 active. inhibition, %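 (each compound tested at 4 µM nominal in triplicate)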;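 active means inhibition above the mean inhibition over all tested compounds plus 3 SD, cut at about 75% in these data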;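 further: 0% = DMSO only wells and 100% = 8 µM reference MMP13 inhibitor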
Active calls of the source: *. These rows are one share of the data. The share of hits here may be higher or lower than overall.

SMILES	MMP13 inhibition
Cn1cccc1C(=O)NC(=O)COC(=O)Cc1coc2ccc3ccccc3c12	4
Cc1cc(NCCN(C)C)n2nc(-c3cccs3)cc2n1	5
CC1(C)CC(=O)C2=C(C1)N(c1cccc(O)c1)C1=C(C2)C(=O)CC(C)(C)C1	-10
CCc1cc2c(=O)c(-c3cscn3)coc2c(CN(C)C)c1O	-2
COc1ccccc1CNCc1cc(OC)c(OC)cc1OC	4
C=C(C)Cn1c(-c2ccc(OC)cc2)nc2ccccc21	0
CC1CCN(C(=O)CSc2nc(N)c3c4c(sc3n2)CN(C)CC4)CC1	3
O=C(Nc1cccnc1)c1coc(=O)c2ccccc12	1
COCCNC(=O)c1cc2sc3ccccc3c2s1	7
Cc1cc(C)n2cc(CSc3nnnn3-c3ccccc3C)nc2n1	6
O=C(CN1CCN(c2ccccc2F)CC1)c1ccc2cc[nH]c2c1	5
COc1ccc(-n2ncc3c(NCc4ccccn4)ncnc32)cc1	-3
c1ccn2c(c1)nc1c2nc2ccccn21	-23
COc1ccc(C2C=C(c3ccc(Cl)cc3)Nc3nc(NC(C)=O)nn32)cc1 (configuration not stated)	-32
CC(C)C1=C2OC(N)=C(C#N)C(C#N)=C2C(C)CC1 (configuration not stated)	5
CCOC(=O)c1[nH]c2ccc(F)cc2c1NC(=O)C(C)N1CCc2cc(OC)c(OC)cc2C1 (configuration not stated)	7
Cc1cccc(C)c1NC(=O)CCCSc1nnnn1C	3
O=C1NC(c2ccc3c(c2)OCO3)Nc2ccccc21 (configuration not stated)	1
CCCn1c(=NC(C)=O)c(C(=O)OCC)cc2c(=O)n3ccccc3nc21	-17
Oc1ccccc1CNc1nc2ccccc2n1CCN1CCCCC1	3
N#Cc1nc(-c2ccco2)oc1NCc1ccco1	13
c1ccc(N2CCN(c3ncnc4c3oc3ccccc34)CC2)cc1	3
Brc1ccc(-c2cnc(-c3cccs3)o2)cc1	8
CCC(=O)Nc1nonc1-c1nc2ccccc2n1CC(C)C	7
CN(C)CCNC(=O)c1coc(=O)c(Br)c1	2
Cc1ccc2cc3cc(C(=O)NCCN4CCOCC4)oc3nc2c1	-6
Cc1nc(N)c(C#N)c(-c2cccnc2)c1C	3
CCOC(=O)C1Cn2c(nc3c(c2=O)C(C)(CC)Cc2ccccc2-3)S1 (configuration not stated)	1
Cc1cc(N2CCOCC2)nc2ccc(NC(=O)CCC(=O)N3CCC(C)CC3)cc12	0
Cc1cc(C)c2nc(N3CCCN(C(=O)c4ccco4)CC3)c(C#N)cc2c1	-1
CCn1c(/C=N/n2cnnc2)nc2ccccc21	6
COc1ccc2[nH]c(=O)c(CN(Cc3ccco3)Cc3nnnn3Cc3ccccc3)cc2c1	7
Cc1cc(NC(=O)CSc2ccc3nnc(-c4ccccc4)n3n2)no1	5
Cc1c(NC(=O)Nc2cccc(Cl)c2)c(=O)n(-c2ccccc2)n1C	3
CCN1CCN(C(=O)CCCCCn2c(=O)[nH]c3cc(C(=O)OC)ccc3c2=O)CC1	4
CCc1c(C)c2ccc(OCC(=O)OC(C)C)c(C)c2oc1=O	1
COCc1cc(=O)n2[nH]c(C)cc2n1	7
Cc1cc(=O)n2[nH]c(-c3ccccc3)cc2n1	6
O=C(Nc1nnc(-c2ccncc2)s1)C1CCCO1 (configuration not stated)	17
CN(C)C=Nc1ncc2c3ccccc3n(CCN(C)C)c2c1C#N	-2
CCC(Oc1ccccc1)C(=O)Nc1ccc(-c2nnc(-c3ccco3)o2)cc1 (configuration not stated)	-4
CCC(CO)Nc1ncnc2c1cnn2-c1ccc(OC)cc1 (configuration not stated)	-2
Cc1cc(C)n(-c2nc3ccccc3n3nnnc23)n1	6
CCC(C)NCC(=O)Nc1ccc(-c2nc3cc(NC(=O)CNC(C)CC)ccc3o2)cc1 (configuration not stated)	-10
Cc1cccc(N2CCN(C(=O)c3cn(C)c(=O)c4c3c3ccccc3n4C)CC2)c1C	3
CSc1nnc(-c2cc3ccccc3cc2O)n1C	10
COCCn1c(=O)[nH]c2cc(C(=O)NC3CCCCCC3)ccc2c1=O	6
CCOC(=O)C1CCN(S(=O)(=O)c2cccc(-c3cn4ccccc4n3)c2)CC1	2
O=C(Nc1ccc(-c2nnc(-c3ccccc3)o2)cc1)C(F)(F)F	-8
CCOC(=O)NC(=O)CSc1nc(C)cc(C)c1C#N	-3
COCCNC(=O)c1cc2c(-c3ccc(Cl)cc3)nn(C)c2s1	5
CCc1ccc(S(=O)(=O)c2n[nH]n3c2nc(=O)c2ccccc23)cc1	13
O=C(c1cc2c(s1)-c1ccccc1OC2)N1CCN(c2ccccn2)CC1	2
CCc1c(C)nc(N)n2c(SCC(=O)N3CCCC(C)C3)nnc12 (configuration not stated)	3
CC(=O)c1cc2c(cc1NC(=O)CCc1ccccc1)OCO2	1
Cc1ccc2c(c1)c1cccc3c1n2CCN3CCC(N)=O	-24
O=C(Cn1c(-c2ccccn2)nc2ccccc21)NCCN1CCOCC1	4
Cc1ccc(Nc2nc(C)cc(C)n2)c(Br)c1	2
CCN1CCN(c2cc3c(cc2F)c(=O)c(C(=O)O)cn3C2CC2)CC1	-13
Cn1c(=O)c2c(nc(CN3CCc4ccccc4C3)n2Cc2ccccc2F)n(C)c1=O	6

Continued:
SMILES	MMP13 inhibition
COc1cc2[nH]c(=O)n(Cc3ccc(C(=O)NCC4CCCO4)cc3)c(=O)c2cc1OC (configuration not stated)	7
COc1ccc2[nH]c3ccc(OC)cc3c2c1	3
CCCSc1n[nH]c(NC(C)=O)n1	3
Cc1ccc(C(=O)N(CN2CCCC2=O)c2ccc(F)cc2)cc1	4
CCCCn1c(SCC(=O)NCc2ccco2)nc2ccc(N3CCOCC3)cc2c1=O	10
COc1cc(-c2n[nH]c(=O)o2)cc(OC)c1OC	5
COc1ccc2[nH]c(C)c(CN3CCC(C)CC3)c(=O)c2c1	-2
Cc1cccn2c(=O)c3cc(C(=O)NCc4cccnc4)c(=N)n(C(C)C)c3nc12	-130
COCc1cc(C)nc2sc3c(=O)oc(C)nc3c12	6
CN1C(=O)c2ccccc2N(C)C1c1cccs1 (configuration not stated)	1
Clc1ccc2c(c1)C1OCCC1C(c1ccco1)N2 (configuration not stated)	-6
c1coc(-c2nnc(-c3cccs3)o2)c1	8
Cc1ccc(S(=O)(=O)C(C#N)c2nc3ccccc3nc2N2CCCC2)cc1C (configuration not stated)	5
COC(=O)c1[nH]c2ccccc2c1NC(=O)CN1CCN(c2cccc(Cl)c2)CC1	4
Cc1cc2oc(C(=O)NCc3ccncc3)c(C)c2cc1C	4
Nc1ccc(-c2n[nH]c(=O)c3ccccc23)cc1N	8
CCN1CCc2c(C#N)c(N3CCCCC3)nc(N3CCOCC3)c2C1	3
CCCn1c(-c2cccs2)nc2ccccc21	1
O=C(O)CCC(=O)N1CCN(c2ccccn2)CC1	2
Cc1nn(-c2ccc(F)cc2)c2sc(C(=O)OC3CCOC3=O)cc12 (configuration not stated)	-16
CCOC(=O)c1ccc(NC(=O)c2cc(S(=O)(=O)N3CCOCC3)ccc2O)cc1	4
CCCSc1nc(N)c2c3c(sc2n1)CN(C)CC3	9
N#Cc1nc(-c2cccs2)oc1N1CCN(Cc2ccccc2)CC1	14
O=C1CC(O)(C(F)F)Oc2ccc3ccccc3c21 (configuration not stated)	-15
COc1ccc2[nH]c(=O)c(C(c3nnnn3C3CCCC3)N(C)C3CCCCC3)cc2c1 (configuration not stated)	4
CC(=NCCN1CCNCC1)C1=C(O)CC(C)(C)CC1=O	3
COc1ccc(-c2nc(C#N)c(NCC3CCCO3)o2)cc1OC (configuration not stated)	-6
COc1cccc(C(=O)N2CCN(C3CCC(c4ccccc4)CC3)CC2)c1 (configuration not stated)	2
CCCc1cc(=O)oc2cc3occ(C)c3cc12	1
COC(=O)C1(C)NC(=O)c2ccccc2N1 (configuration not stated)	-5
Cc1cccn2c(=O)c3cc(C(=O)NCC4CCCO4)c(=N)n(Cc4cccnc4)c3nc12 (configuration not stated)	-122
Cc1ccn2cc(CCNC(=O)CC(C)(C)C)nc2c1	2
O=C(Nc1ccc(-c2nc3cccnc3s2)cc1)c1ccc(Br)o1	3
Nc1ccc2oc(-c3cccc(Br)c3)nc2c1	-1
COCc1cc(C)c2c(N)c(C#N)sc2n1	-5
CCOc1ccccc1N(C(=O)c1snc(C(N)=O)c1N)C(C(=O)NC1CCCC1)c1ccco1 (configuration not stated)	1
CCn1c(SCC(=O)c2ccc3c(c2)OCCO3)nnc1C(C)C	4
CCOC(=O)c1c(C)nc2c(C#N)cnn2c1C	-1
C[C@@H](NC(=O)c1coc(=O)c(Br)c1)c1ccccc1	2
COc1ccc(CC(=O)Nc2cccc(-c3nnc(-c4ccco4)o3)c2)cc1	7
CCN(CC)c1ccc2c(Cl)c(Br)c(=O)oc2c1	5
O=C(NC1CCCCC1)N(CCN1CCCC1)Cc1cc2cc3c(cc2[nH]c1=O)OCCO3	1
CCCCNS(=O)(=O)c1ccc(OC)c2ncccc12	4
O=C(Oc1ccc(Cl)c2cccnc12)N1CCCCC1	6
O=C(COC(=O)c1cc(=O)[nH]c2ccccc12)NC(=O)NC1CCCCC1	7
Cc1c(Cc2ccccc2)c(=O)oc2c(CN(C)C)c(O)c(Cl)cc12	-41
COc1ccc(OC)c(-c2[nH]nc3c2C(c2ccco2)C(C#N)=C(N)O3)c1 (configuration not stated)	3
O=C1c2ccccc2NC(c2ccccc2)N1Cc1ccco1 (configuration not stated)	-2
O=C(CSc1ccc2nnc(-c3ccccc3)n2n1)NCC1CCCO1 (configuration not stated)	4
Cc1cc(OCC(=O)C(C)(C)C)c2c(C)c(C)c(=O)oc2c1	-5
N#Cc1c(N)sc(=S)c2c1CCN(Cc1ccccc1)C2	19
Brc1ccc(-c2nnc(-c3ccco3)o2)cc1	-9
COc1ccc(-c2ccc(-c3noc(C(C)C)n3)c(OC)n2)cc1	31
O=C(CN1CCN(c2ccccc2)CC1)Nc1ccc(-n2cnnn2)cc1	5
CC(CCc1ccco1)NC(=O)c1cc2c(-c3ccccc3F)nn(C)c2s1 (configuration not stated)	2
Nc1nnc(-c2cn(-c3ccccc3)nc2-c2ccccc2)o1	3
CCOC(=O)c1cc(-c2ccc3c(c2)OCO3)nc2onc(C)c12	5
COc1ccc(CCNc2oc(-c3ccc(C)cc3)nc2C#N)cc1OC	-5
CC(NC(=O)c1ccccc1NS(C)(=O)=O)c1ccccc1 (configuration not stated)	17
COc1cc2[nH]c(=O)c(C(=O)NCCCN3CCCCC3)c(O)c2cc1OC	-9

(further entries)
SMILES	MMP13 inhibition
O=c1c2c(-c3ccco3)csc2nc(SCc2cn3cccnc3n2)n1-c1ccccc1	5
O=C(CCn1cnc2ccccc2c1=O)Nc1cccc(Cl)c1	3
COc1ccc2[nH]c(=O)c(CN(C(C)=O)c3cccc(C)c3)cc2c1	6
O=S(=O)(Nc1nc2ccccc2nc1NCCO)c1cccc(Cl)c1	4
Cn1nnnc1SCc1cn2cccnc2n1	2
O=C(Nc1ccc(N2CCCC2)cc1)c1ccc(Br)o1	5
COc1cc(NC(=O)c2cc3ccccc3o2)c(OC)cc1Cl	8
CCOc1cccc(C(=O)N(Cc2ccc(F)cc2)C2CCS(=O)(=O)C2)c1 (configuration not stated)	-1
Cn1c(NCCO)nc2c(c1=O)C1(CCCCC1)Cc1ccccc1-2	-18
c1ccc2nc(-c3nc4ccccc4[nH]3)ccc2c1	7
CC(=O)N(CC1CCCO1)c1nnc(-c2ccccn2)s1 (configuration not stated)	3
CCOC(=O)c1[nH]c2ccccc2c1NC(=O)C1CCCCC1	9
CC1(C)Cc2c(c(N3CCOCC3)nc3sc(C#N)c(N)c23)CS1	9
CCOC(=O)CCc1c(C)c2ccc(OCC(=O)N(CC)CC)c(C)c2oc1=O	4
CC(=O)Nc1cccc(-c2nc3ccc(NC(C)=O)cc3[nH]2)c1	-24
CCOC(=O)CC(=O)CSc1ccc2nnc(-c3ccc(C)cc3)n2n1	2
COc1ccc2[nH]c(C(=O)O)c(CCNC(C)=O)c2c1	-1
N#Cc1nc(-c2ccccc2F)oc1N1CCCC1	-29
O=C(COc1ccc2c3c(c(=O)oc2c1)CCC3)NC1CCCCC1	7
CCN(CC)C(=O)C1CCCN(C(=O)Nc2ccc3nsnc3c2)C1 (configuration not stated)	1
COc1ccc2nc3oc(C(=O)NC4CCN(Cc5ccccc5)CC4)cc3cc2c1	5
O=C1c2ccccc2NC(c2ccc(F)cc2)N1Cc1ccco1 (configuration not stated)	-9

Sorted by length of the SMILES (highest first): some entries from above
SMILES	MMP13 inhibition
O=c1c2c(-c3ccco3)csc2nc(SCc2cn3cccnc3n2)n1-c1ccccc1	5
CCOC(=O)CCc1c(C)c2ccc(OCC(=O)N(CC)CC)c(C)c2oc1=O	4
COc1cc2[nH]c(=O)c(C(=O)NCCCN3CCCCC3)c(O)c2cc1OC	-9
COc1ccc2[nH]c(=O)c(CN(C(C)=O)c3cccc(C)c3)cc2c1	6
CC1(C)Cc2c(c(N3CCOCC3)nc3sc(C#N)c(N)c23)CS1	9
Cn1c(NCCO)nc2c(c1=O)C1(CCCCC1)Cc1ccccc1-2	-18
O=S(=O)(Nc1nc2ccccc2nc1NCCO)c1cccc(Cl)c1	4
CCOC(=O)c1[nH]c2ccccc2c1NC(=O)C1CCCCC1	9
O=C1c2ccccc2NC(c2ccc(F)cc2)N1Cc1ccco1 (configuration not stated)	-9
O=C(CCn1cnc2ccccc2c1=O)Nc1cccc(Cl)c1	3
CC(=O)N(CC1CCCO1)c1nnc(-c2ccccn2)s1 (configuration not stated)	3
O=C(Nc1ccc(N2CCCC2)cc1)c1ccc(Br)o1	5
c1ccc2nc(-c3nc4ccccc4[nH]3)ccc2c1	7
N#Cc1nc(-c2ccccc2F)oc1N1CCCC1	-29
Cn1nnnc1SCc1cn2cccnc2n1	2

Screening results as filed in PubChem BioAssay.
